Screens: PubChem, The Scripps Research Institute Molecular Screening Center
MITF inh: human MITF inhibition, primary screen. O75030. AlphaScreen MITF homodimerization, bead proximity signal. inhibition, % at 2.6 µM. 0.91% of 650,000 active. AID 1259374; in the data active means inhibition above about 50%;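 further: 0% = vehicle wells with protein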
Target sequence (O75030 whole entry, looked up): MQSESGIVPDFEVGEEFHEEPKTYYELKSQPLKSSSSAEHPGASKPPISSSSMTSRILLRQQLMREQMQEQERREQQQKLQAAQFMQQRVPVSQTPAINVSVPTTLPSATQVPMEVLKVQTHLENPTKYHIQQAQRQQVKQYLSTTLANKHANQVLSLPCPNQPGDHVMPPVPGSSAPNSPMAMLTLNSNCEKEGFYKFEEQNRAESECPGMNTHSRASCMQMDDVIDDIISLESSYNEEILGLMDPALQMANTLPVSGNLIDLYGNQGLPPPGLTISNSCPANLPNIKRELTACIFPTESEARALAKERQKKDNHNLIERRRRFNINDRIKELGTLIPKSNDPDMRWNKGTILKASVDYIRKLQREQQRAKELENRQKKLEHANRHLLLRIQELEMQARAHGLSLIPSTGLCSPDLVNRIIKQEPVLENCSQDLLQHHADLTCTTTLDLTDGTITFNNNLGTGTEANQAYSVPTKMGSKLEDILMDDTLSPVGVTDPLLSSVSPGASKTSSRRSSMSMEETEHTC
FBW7 act: activators of human E3 ligase FBW7 | AlphaScreen FBW7–phospho-cyclin E peptide binding, activator screen | normalized activity (activation), % at 26.1 µM | 0.13% of 650,000 active; in the data active means normalized activity above about 1.9%;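 further: purified mutant Fbw7 with reduced substrate affinity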
GPR151 ag: human GPR151 activation | Q8TDV0 | PathHunter beta-arrestin GPR151 cells, luminescence | activation, % at 11.2 µM | 1% of 650,000 active | AID 1508602; in the data active means activation above about 4.9%;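 further: 0% = median of compound wells and 100% = cells with positive control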
Target sequence (Q8TDV0 whole entry, looked up): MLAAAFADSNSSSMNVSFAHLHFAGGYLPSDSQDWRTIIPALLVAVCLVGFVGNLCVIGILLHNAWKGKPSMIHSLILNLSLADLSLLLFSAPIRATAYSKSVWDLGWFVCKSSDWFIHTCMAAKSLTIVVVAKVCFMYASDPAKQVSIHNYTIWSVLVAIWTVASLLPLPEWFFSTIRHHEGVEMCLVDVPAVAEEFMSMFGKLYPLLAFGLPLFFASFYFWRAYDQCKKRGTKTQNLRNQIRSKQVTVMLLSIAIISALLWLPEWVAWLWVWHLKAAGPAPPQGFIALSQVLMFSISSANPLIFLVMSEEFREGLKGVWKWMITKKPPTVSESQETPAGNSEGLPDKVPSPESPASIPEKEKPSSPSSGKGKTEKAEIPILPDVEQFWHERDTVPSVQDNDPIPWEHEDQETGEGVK
TEAD-YAP block: TEAD-YAP interaction inhibition; inhibition, % at 9.12 µM; HEK-TIYL cells, TEAD-Gal4/YAP UAS-luciferase luminescence; 1.4% of 640,000 active; AID 1259422; in the data active means inhibition above about 32%;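 further: 0% = median of test compound wells and 100% = reference inhibitor wells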
Starred values were filed as active, the others as inactive. No enrichment for hits. Share with any hit: about 3.5%.

The first 3 records, to show the layout:
Structure	MITF inh	FBW7 act	GPR151 ag	TEAD-YAP block
Cc1ccc(N2CC(C(=O)Nc3ccccc3C(=O)NCCc3ccccc3)CC2=O)cc1 (stereo not drawn)	9	0.1	5.3*	-10
COc1ccc(OC)c(NC(=O)CN2C(=O)CC(c3ccco3)Sc3ccccc32)c1 (stereo not drawn)	0	-0.1	-1.2	-1
O=C(Nc1ccc2nc(-c3cccs3)[nH]c2c1)c1ccco1	-5	-0.1	-0.8	-34

All compounds of this part, previewed entries included:
Structure	MITF inh	FBW7 act	GPR151 ag	TEAD-YAP block
Cc1ccc(N2CC(C(=O)Nc3ccccc3C(=O)NCCc3ccccc3)CC2=O)cc1 (stereo not drawn)	9	0.1	5.3*	-10
COc1ccc(OC)c(NC(=O)CN2C(=O)CC(c3ccco3)Sc3ccccc32)c1 (stereo not drawn)	0	-0.1	-1.2	-1
O=C(Nc1ccc2nc(-c3cccs3)[nH]c2c1)c1ccco1	-5	-0.1	-0.8	-34
COc1cc(-c2nnc(-c3cn(C)c4ccccc34)o2)cc(OC)c1OC	5	0.1	1.6	-10
CCOCCCN1C(=O)C2C(C(=O)Nc3ccc(Br)cc3)C3C=CC2(O3)C1C(=O)NC1CCCCC1 (stereo not drawn)	14	0.5	-1.3	14
COc1ccccc1-c1cc(C(N)=O)c2ccccc2n1	0	0.1	0.8	-5
COCCn1c(=O)c2sc3ccccc3c2n(CC(=O)Nc2ccc(C)c(C)c2)c1=O	1	-0.2	-0.5	9
CC1CCCC(C)N1C(=O)COC(=O)c1ccc(Br)cc1 (stereo not drawn)	7	0.0	-0.9	2
Cc1cc(C(=O)NCCC(C)C)ccc1[N+](=O)[O-]	0	0.0	3.2	-19
CCN(CC)c1cc(-c2cccnc2)nc(-c2ccccc2)n1	-2	0.1	0.2	4
CC(=O)Nc1ccc(C(=O)N2CCCC(CCC(=O)NCc3ccccc3F)C2)cc1 (stereo not drawn)	2	-0.1	-0.3	0
Nc1nc(Nc2ccccc2)cc(Nc2ccc(N3CCOCC3)cc2)n1	5	-0.2	-1.7	15
Cc1cc(NCCN(C(C)C)C(C)C)nc(NCCN2CCOCC2)n1	-3	0.0	0.0	4
CCC(C)NC(=O)CSc1nc2nc(C)c(Cc3c(F)cccc3Cl)c(C)n2n1 (stereo not drawn)	-1	-0.4	1.5	1
CC(C)N(C)Cc1nnnn1CC(=O)N(C)Cc1cccc2cnccc12	9	0.0	-0.6	-15
COC(=O)c1c(NC(=O)COc2cccc(C(F)(F)F)c2)sc(C)c1C	8	0.1	0.8	15
Cn1c(=O)cc(OCCCC(=O)N2CCN(C3CCCCC3)CC2)c2ccccc21	-20	0.0	-0.8	-7
CCN1CCN(C(c2ccc(SC)cc2)c2c(O)cc(C)n(CC)c2=O)CC1 (stereo not drawn)	0	-0.1	1.6	7
CC(C)(C)c1cc(C(=O)O)c(CN2CCCCC2)o1	4	0.0	-0.8	-7
CSC1=NCCN1C(=O)c1ccc(C(F)(F)F)cc1	-7	0.0	-0.2	-4
CC(=O)NCCNCc1ccc(OCC(O)c2ccccc2)cc1 (stereo not drawn)	38	0.1	-0.3	-10
CCOc1ccc(NC(=S)NC(=O)/C=C/c2ccco2)c([N+](=O)[O-])c1	4	0.0	1.1	6
O=C(Nc1ccccc1C(=O)N1CCCC1)Oc1ccccc1	3	-0.3	0.6	-2
Cc1ccc(NC(=O)CC2S/C(=N\N=C\c3ccco3)NC2=O)cc1Cl (stereo not drawn)	-22	-0.2	0.9	1
CCC1(CCC(=O)N2CCC(OCc3ccccc3)CC2)CCC(=O)N1 (stereo not drawn)	-2	-0.1	-0.3	-7
O=C(c1ccc([N+](=O)[O-])cc1)N1c2ccccc2CCc2ccccc21	9	0.0	-0.2	9
COc1ccc(NC(=O)c2ccc(Cl)cc2Cl)c2ccccc12	8	0.2	0.0	-6
CCOc1cc(/C=C2/C(=N)N3OC(C)=CC3=NC2=O)ccc1OC(=O)c1cccc(OC)c1	-4	-0.2	0.3	13
O=C(CNC(=S)N(Cc1ccccc1Cl)C1CCCC1)NC1CCCC1	6	-0.1	-0.9	-26
CCOCCn1c(CN2CCN(CC)CC2)nc2c1c(=O)n(C)c(=O)n2C	16	0.7	0.4	6
CCOC(=O)c1cc(S(=O)(=O)N2CCCCCC2)cn1C	12	0.2	-1.5	6
COc1cc(C(=O)Nc2ccccc2F)ccc1OCc1ccc(Cl)cc1	14	-0.3	-0.9	2
O=C(CN1CCC(O)(c2cccnc2)CC1)Nc1ccc2c(c1)OCO2	-7	-0.1	-0.4	1
Cc1cccc(NC(=O)/C(C#N)=C/c2ccc(C(C)(C)C)cc2)n1	15	0.0	-1.2	2
CCCCC(=O)Nc1c(C)cccc1CC	21	0.2	-2.6	-5
Cc1cccc(-n2nc3c(c2NC(=O)C2CCCC2)CS(=O)(=O)C3)c1C	13	0.4	-1.1	2
COC(=O)c1cc(S(=O)(=O)Nc2cc(C)cc(C)c2)c[nH]1	-6	-0.2	-0.4	0
Cn1c(SCC(=O)NCc2ccccc2)nnc1-c1ccco1	20	0.4	-0.2	-7
CSC1=NC(=Nc2c(C)cccc2C)C2(CCC(C(C)(C)C)CC2)N1c1ccc(Cl)cc1 (stereo not drawn)	3	-0.1	0.0	5
Cc1ccc(Nc2nc(C3(C)CC4(CC(C)OC4=O)C(=O)O3)cs2)cc1 (stereo not drawn)	-7	0.0	0.1	-39
CCCNC(=O)CSc1nnc2n(CC(=O)NC3CCCCC3)c3ccccc3n12	-4	-0.3	-0.9	-7
Cc1cnc(CNc2ncc(Br)cn2)cn1	-1	0.1	-0.7	-9
CCCCCn1c(=S)[nH]c2cc(C(=O)Nc3ccccc3F)ccc2c1=O	14	0.2	-0.9	4
CCNC(=O)CN(Cc1c(Cl)cccc1Cl)S(=O)(=O)c1ccc(Cl)cc1	-8	0.2	-1.0	-15
CN(C)Cc1c(C(=O)N/N=C/c2cc(Cl)ccc2O)nnn1-c1nonc1N	16	-0.5	0.1	31
COc1ccccc1C(=O)Nc1ccccc1NC(=O)NCCCc1ccccc1	-7	0.1	1.9	2
Cc1cc(C)cc(OCC(=O)n2nc(C)cc2C)c1	0	-0.1	-0.2	-6
COc1ccc(N2CCN(C(=O)c3[nH]c(C)c(C(C)=O)c3C)CC2)cc1	18	0.0	-0.2	2
CN(c1ccccc1C(=O)Nc1ccccc1C(=O)NC1CCCCC1)S(C)(=O)=O	-4	-0.2	-0.9	-1
O=S(=O)(c1ccc(-c2ccc(Cl)cc2Cl)cc1)C1CCNCC1	9	-0.1	0.3	2
COc1ccc(Cl)cc1C(=O)Nc1c2c(nn1C(C)(C)C)CS(=O)(=O)C2	4	0.0	1.0	-1
CCSc1nc2c(c(=O)n1-c1ccc(C)cc1)C1(CCCCC1)Cc1ccccc1-2	13	0.1	0.7	-1
O=C(O)c1cccc(S(=O)(=O)Nc2ccc(NS(=O)(=O)c3cccc(C(=O)O)c3)cc2)c1	-10	0.0	0.7	-1
Cc1cccc(NC(c2cccnc2)c2ccc3ccc(C)nc3c2O)n1 (stereo not drawn)	14	-0.2	1.5	22
Cc1ccc(Nc2nnc(SCC(=O)NN)s2)cc1	-3	-0.2	0.4	3
Cc1cnc(CCNC(=O)CC2C(=O)NCCN2Cc2cccc(Oc3ccccc3)c2)[nH]1 (stereo not drawn)	-8	0.2	-0.5	1
O=c1c(Oc2ccccc2Br)c(C(F)(F)F)oc2c(CN3CCCC3)c(O)ccc12	-6	0.0	-0.8	3
Cc1ccc(S(=O)(=O)N2CCN(c3ccc(-n4nc(C)cc4C)nn3)CC2)c(C)c1	-4	0.0	1.9	7
COc1ccc2c(c1)OC(C)CN(CCC(=O)N(C)Cc1n[nH]c3c1CCCCC3)C2 (stereo not drawn)	-1	0.7	0.4	9
N#Cc1ccc(CN2CCOCC2)cc1	10	-0.2	-0.1	8

Continued.
Structure	MITF inh	FBW7 act	GPR151 ag	TEAD-YAP block
Cc1cccc(-c2nnc(C3CCN(S(=O)(=O)c4cccc([N+](=O)[O-])c4)CC3)o2)c1	20	0.9	-1.3	-18
CC(=O)Oc1ccc2c(=O)c(Oc3ccccc3F)c(C)oc2c1C	-14	0.2	0.4	-2
CN(CC(=O)Nc1ccc2c(c1)OCCO2)S(=O)(=O)c1cccc2nsnc12	1	0.2	-0.9	-11
CCOC(=O)N1CCc2c(sc(NC(=O)c3ccc(S(=O)(=O)N(CC)CC)cc3)c2C(=O)OC)C1	5	0.3	0.6	1
CCN1C=C(C(=O)OC)C(c2cccc([N+](=O)[O-])c2)C(C(=O)OC)=C1	12	-0.1	0.2	0
COC(=O)c1ccc2c(=O)n(Cc3ccc4c(c3)OCO4)c(SCC(=O)c3ccc(Cl)cc3)nc2c1	0	-0.1	0.9	-3
CCC(C)NC(=O)CSc1nc2nc(C)cc(C)n2n1 (stereo not drawn)	-1	0.1	-0.3	-9
Cn1cc(CCNC(=O)c2cc(COc3ccc(F)cc3F)on2)cn1	-15	-0.1	-0.3	-1
CC1CCN(Cc2c(O)ccc3c4c(c(=O)oc23)CCC4)CC1	-1	-0.1	-0.5	0
O=C(Nc1ccc2[nH]ncc2c1)[C@@H](O)COc1ccc(Br)cc1	-5	-0.2	0.8	2
COc1ccccc1OCC(=O)Nc1sc2c(c1C(N)=O)CCCC2	-2	-0.1	-0.8	-39
COCc1[nH]nc2c1C(c1cc(OC)c(OC)cc1OC)C(C#N)=C(N)O2 (stereo not drawn)	4	0.0	1.2	11
CCCCOc1ccc(C(=O)Nc2ccc(NC(=O)c3ccccc3)c(C)c2)cc1	8	0.2	-1.0	8
COCCNc1oc2c(c1-c1ccccc1F)c(=O)oc1ccccc12	-13	0.1	3.9	-7
Cc1cc(OC(=O)NC2(C(F)(F)F)Oc3ccc(Cl)cc3O2)c(C(C)C)cc1Cl (stereo not drawn)	-4	0.0	2.1	-10
O=S(=O)(NC1=NCCC1)c1cccc(NC(=S)NCc2ccc3c(c2)OCO3)c1	5	0.0	0.3	7
Cc1ccc(-c2cc(C(F)(F)F)n3ncc(C(=O)Nc4cc(C(F)(F)F)ccc4Cl)c3n2)cc1	4	0.0	1.0	8
CCC(NS(=O)(=O)c1ccc(Cl)c(Cl)c1OC)C12CC3CC(CC(C3)C1)C2 (stereo not drawn)	1	-0.1	0.9	-2
CCOc1cc(C2C=C(c3cccc([N+](=O)[O-])c3)Nc3ncnn32)ccc1OC(F)F (stereo not drawn)	-7	0.1	0.7	-5
CCS(=O)(=O)c1ccc2c(c1)N(S(=O)(=O)c1ccccc1)CC(C(=O)O)O2 (stereo not drawn)	7	0.1	1.3	-3
CCOc1cc(/C=C2\N=C(c3cc(F)c(F)cc3Cl)OC2=O)ccc1OC(C)=O	4	-0.1	1.3	4
O=C(Nc1cccc2ccccc12)C(=O)C1C(=O)Nc2ccccc21 (stereo not drawn)	8	-0.2	2.0	5
CCN(c1ccccc1)S(=O)(=O)c1ccc2[nH]c(=O)c(=O)[nH]c2c1	7	0.1	-0.6	13
COc1cc(/C=N/Nc2ccc(C(=O)O)cc2)cc(Br)c1O	7	0.2	-8.7	16
COc1ccc(OC)c(C2=NS(=O)(=O)N(C)C(C(=O)Nc3cccc(C(C)=O)c3)=C2)c1	13	-0.3	-1.7	6
COc1ccc(S(=O)(=O)NC(C(=O)O)c2cccs2)cc1 (stereo not drawn)	6	0.4	1.0	10
O=C(Nc1cccs1)Nc1c(F)c(F)cc(F)c1F	13	0.1	2.9	3
O=C(Oc1cccc2cccnc12)c1cn(-c2ccccc2)nc1-c1ccccc1	14	0.5	1.0	3
O=C1CC(c2ccc(Cl)cc2)CC2=C1C(c1ccccc1Cl)N(C(=O)C(F)(F)F)c1ccccc1N2 (stereo not drawn)	8	0.1	1.1	8
Cc1ccccc1C(c1ncccc1C)N(C)C(=O)C1CCN(C(=O)c2ccoc2)CC1 (stereo not drawn)	12	-0.4	-0.1	-7

Sorted by heavy-atom count (high to low): some entries from above
Structure	MITF inh	FBW7 act	GPR151 ag	TEAD-YAP block
O=C1CC(c2ccc(Cl)cc2)CC2=C1C(c1ccccc1Cl)N(C(=O)C(F)(F)F)c1ccccc1N2 (stereo not drawn)	8	0.1	1.1	8
Cc1ccc(-c2cc(C(F)(F)F)n3ncc(C(=O)Nc4cc(C(F)(F)F)ccc4Cl)c3n2)cc1	4	0.0	1.0	8
CCS(=O)(=O)c1ccc2c(c1)N(S(=O)(=O)c1ccccc1)CC(C(=O)O)O2 (stereo not drawn)	7	0.1	1.3	-3
O=C(Nc1cccc2ccccc12)C(=O)C1C(=O)Nc2ccccc21 (stereo not drawn)	8	-0.2	2.0	5
COc1ccc(S(=O)(=O)NC(C(=O)O)c2cccs2)cc1 (stereo not drawn)	6	0.4	1.0	10

Going on with the list:
Structure	MITF inh	FBW7 act	GPR151 ag	TEAD-YAP block
N#Cc1ccccc1NC(=O)CC1c2ccccc2Oc2ccccc21	-4	0.0	0.1	-3
O=C(Oc1ccc(Cl)cc1Cl)c1ccc([N+](=O)[O-])cc1	-18	0.3	-0.4	-19
COc1cc(CN2CCN(Cc3ccccc3)CC2)cc(OC)c1O	79*	-0.1	-1.8	4
COCCN1Cc2cccc(C(=O)N3CCN(c4cc(C)ccc4C)CC3)c2C1=O	5	0.5	0.2	9
Nc1ccc2c(c1)nc(CO)n2CCO	-12	0.1	-0.9	-16
c1ccc(-c2nc(NC3CCCCC3)cc(-c3ccncc3)n2)nc1	1	-0.7	-1.3	36*
COc1ccc(C(=O)COC(=O)CCC(=O)NC2CCCCC2)cc1	6	0.4	-0.4	-6
